Bioassay records deposited in PubChem BioAssay by National Center for Advancing Translational Sciences (NCATS).
D1 antag – blocks dopamine activation of the human D1 receptor. AID 504652. activity change, negative = inhibition, % at 10 µM. P21728. HEK293 TREx D1 cells, calcium flux, dopamine EC80; hits give low values. 360,000 compounds, 3.2% hits; in the data active = activity change below about -30%; also: % is scaled to controls: 0 for no effect and ±100 for the full control effect
Target sequence (P21728 whole entry, looked up): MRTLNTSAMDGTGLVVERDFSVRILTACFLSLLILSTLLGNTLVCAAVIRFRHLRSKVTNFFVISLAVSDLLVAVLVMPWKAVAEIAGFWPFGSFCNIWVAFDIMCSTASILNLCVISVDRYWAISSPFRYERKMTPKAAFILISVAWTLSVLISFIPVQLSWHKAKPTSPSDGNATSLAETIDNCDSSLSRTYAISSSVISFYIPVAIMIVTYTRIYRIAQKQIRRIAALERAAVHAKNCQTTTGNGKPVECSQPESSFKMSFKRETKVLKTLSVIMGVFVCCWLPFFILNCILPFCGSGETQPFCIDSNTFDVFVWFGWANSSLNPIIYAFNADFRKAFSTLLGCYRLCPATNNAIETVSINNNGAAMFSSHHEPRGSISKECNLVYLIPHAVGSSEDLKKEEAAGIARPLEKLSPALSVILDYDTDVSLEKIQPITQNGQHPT
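Using tetracycline-induced force-coupled D1 Hek293 cells and a calcium dye, signals were followed for 180 s after compound, then for 180 s after EC80 dopamine, to detect inhibitors.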
GRP78 ERSR act – inducers of ER stress response in human glioma cells; U87-MG GRP78 promoter luciferase reporter, 16 h; AID 602332; Potency, µM, inactives show top-dose activation, most hits filed as activators; 420,000 compounds, 0.02% hits; also: potency is read from the fitted curve at half-maximal effect; series mostly up to about 76 µM; % of control where 0% means no effect; nearly all actives have a fitted effect of over 35% in size
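Stably transfected U87-MG glioma cells carrying a GRP78-based luciferase sensor; 16 h compound incubation. Luminescence end-point read 10 min after Bright-Glo addition at room temperature.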
Vif-A3G inh – Vif-A3G binding inhibition. 410,000 compounds, 0.076% hits. Q9HC16. Potency, µM (highest dose often 46.1 µM), inactives show at the top dose activity, negative = active, hits mostly inhibitors. HeLa A3G-eYFP + Vif (tagged APOBEC3G with the HIV-1 protein that degrades it), YFP fluorescence, overnight;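 also: potency is read from the fitted curve at half-maximal effect; % is scaled to controls: 0 for no effect and ±100 for the full control effect; nearly all actives have a fitted effect of over 60% in size; hits raise eYFP signal because A3G escapes Vif-driven loss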
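HeLa cells stably expressing Vif and C-terminally eYFP-tagged A3G, seeded overnight at 37 deg C, then exposed to compound by pintool overnight at 37 deg C. Rise in yellow fluorescence (Ex 488/Em 500-530, Acumen) marks blocked Vif-driven A3G degradation.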
D1 agonist – human D1 receptor agonism. P21728. HEK293 T-REx D1 cells, calcium flux, agonist mode. activation, % at 2 µM. 360,000 compounds, 1% hits. AID 504660; in the data active = activation above about 30%; also: 0% is about no effect
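Agonism was scored from calcium flux recorded over 180 s (1 read/s) after pintool compound addition, following a 10-cycle baseline. Cells were inducible force-coupled HEK293 TREx D1, plated overnight at 30 C and loaded with no-wash calcium dye.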
Vif-A3F inh – Vif-A3F binding inhibition; HeLa A3F-eYFP + Vif (tagged APOBEC3F with the HIV-1 protein that degrades it), YFP fluorescence increase; Potency, µM (doses to about 46.1 µM), without a hit: at the highest dose activity, negative = active; 390,000 compounds, 0.2% hits; also: potency is read from the fitted curve at half-maximal effect; % of control where 0% means no effect; nearly all actives have a fitted effect of over 65% in size
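HeLa cells stably expressing A3F-eYFP plus Vif, plated and incubated overnight at 37 deg C, then exposed to compounds overnight at 37 deg C. Blocked degradation read as raised yellow fluorescence (Ex 488/Em 500-530).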
D2 PAM – D2 dopamine receptor (human) potentiation; P14416; HEK293 T-REx D2, calcium flux, EC20 dopamine potentiation; potentiation, % at 10 µM; 340,000 compounds, 0.34% hits; AID 485347;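 active = potentiation over 3 SD above the plate norm, cut at about 30% in these data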; also: 0% is about no effect
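Cells plated with tetracycline inducer and held overnight at 30 C; calcium dye loaded 30–90 min at room temperature; baseline taken, compound added and read 180 s; EC20 dopamine then added and read 180 s.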
D1 PAM – human D1 dopamine receptor positive modulation. P21728. HEK293 TREx D1 cells, calcium flux, dopamine EC20 potentiation. potentiation, % at 10 µM. 360,000 compounds, 0.036% hits. AID 504651; in the data active = potentiation above about 30%; also: 0% is about no effect
RXFP1 agonist – RXFP1 (human) receptor agonism. Q9HBX9. HEK293T-RXFP1 cAMP TR-FRET, 30 min; response scale: percent of porcine relaxin response, buffer zero. 370,000 compounds, 0.3% hits. Potency, µM (highest dose often 57.5 µM), without a hit: top-dose activation, actives largely listed as activators; also: potency is read from the fitted curve at half-maximal effect; % is scaled to controls: 0 for no effect and ±100 for the full control effect; nearly all actives have a fitted effect of over 60% in size; many of its hits are not listed in these tables
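cAMP rise read by TR-FRET after 30 min, 37C compound exposure (up to 58 uM) in RXFP1-transfected HEK293 cells with Ro 20174 present. EC50 from Hill-equation fits, with 29 nM porcine relaxin as 100% and buffer as basal.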
RXFP1 antag – blocks the human relaxin receptor RXFP1 | HEK293-RXFP1, relaxin-stimulated cAMP HTRF, 30 min; hits give low values | activity change, negative = inhibition, % at 57.5 µM | AID 1259400 | 350,000 compounds, 0.59% hits | Q9HBX9;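 active = activity change of -60% or lower, but not beyond a set lower limit; inconclusive = change between -60% and -40%, or beyond the set limit; inactive = change above -40%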; also: % is scaled to controls: 0 for no effect and ±100 for the full control effect
Starred values were filed as active, the others as inactive; ? = inconclusive; / = not tested or not shown. Unless noted, calls follow the shape of the dose curve; as a rule, active = well fitted curve in the direction sought with a large enough effect; inconclusive = small, poorly fitted or top-dose-only effect, or another doubt; inactive = no such curve, though single readings can be large; an effect the other way counts as inactive or inconclusive.

No.	mol	D1 antag	GRP78 ERSR act	Vif-A3G inh	D1 agonist	Vif-A3F inh	D2 PAM	D1 PAM	RXFP1 agonist	RXFP1 antag
1	CN(Cc1ccccc1)C(=O)C1CCN(S(=O)(=O)c2cccc3nonc23)CC1	-6	1%	1%	-2	-13%	13	-1	-2.8%	6
2	COc1ccc([C@H]2CC(=O)C=C(c3cc(Cl)cc(Cl)c3)C2)cc1	-2	-5%	-1%	0	-2%	-5	-2	2.6%	/
3	S=C(NC1CCCCC1)N1CCc2ccccc2C1	-18	0%	-2%	1	0%	-7	2	-0.3%	-2
4	CC(C)CC(NC(=O)c1ccc(Cl)cc1Cl)C(=O)O (configuration not stated)	0	0%	4%	0	-2%	-4	-9	-1.3%	1
5	CCCCCOC(=O)c1[nH]c2c(c1C)C(=O)CC(c1ccco1)C2 (configuration not stated)	-24	-4%	-24%	-2	-26%	8	-6	5.4%	-3
6	Cc1cc(C)cc(N(C(=O)c2sc(C)nc2C)C(C(=O)NCc2ccco2)c2ccccc2)c1 (configuration not stated)	-5	-2%	3%	2	0%	0	-5	-1.3%	-15
7	Cc1ccc(O)c(N=Cc2sc3ccccc3c2Cl)c1	1	1%	-9%	0	-14%	8	0	3.0%	-7
8	CC(C1CC1)N(Cc1ccccc1)C(=O)NC(=O)c1cccc(F)c1 (configuration not stated)	4	1%	-13%	0	-8%	-13	-2	-1.0%	0

Ordered by number of heavy atoms (descending): some entries from above
No.	mol	D1 antag	GRP78 ERSR act	Vif-A3G inh	D1 agonist	Vif-A3F inh	D2 PAM	D1 PAM	RXFP1 agonist	RXFP1 antag
6	Cc1cc(C)cc(N(C(=O)c2sc(C)nc2C)C(C(=O)NCc2ccco2)c2ccccc2)c1 (configuration not stated)	-5	-2%	3%	2	0%	0	-5	-1.3%	-15
1	CN(Cc1ccccc1)C(=O)C1CCN(S(=O)(=O)c2cccc3nonc23)CC1	-6	1%	1%	-2	-13%	13	-1	-2.8%	6
8	CC(C1CC1)N(Cc1ccccc1)C(=O)NC(=O)c1cccc(F)c1 (configuration not stated)	4	1%	-13%	0	-8%	-13	-2	-1.0%	0
2	COc1ccc([C@H]2CC(=O)C=C(c3cc(Cl)cc(Cl)c3)C2)cc1	-2	-5%	-1%	0	-2%	-5	-2	2.6%	/
7	Cc1ccc(O)c(N=Cc2sc3ccccc3c2Cl)c1	1	1%	-9%	0	-14%	8	0	3.0%	-7
3	S=C(NC1CCCCC1)N1CCc2ccccc2C1	-18	0%	-2%	1	0%	-7	2	-0.3%	-2

Carrying on.
No.	mol	D1 antag	GRP78 ERSR act	Vif-A3G inh	D1 agonist	Vif-A3F inh	D2 PAM	D1 PAM	RXFP1 agonist	RXFP1 antag
9	CCOc1ccc(CCNC(=O)COC(=O)c2ccc3c(c2)OCCO3)cc1OCC	10	-1%	2%	0	-12%	6	-7	0.4%	-3
10	CCSc1oc(-c2ccco2)nc1S(=O)(=O)c1ccc(C)cc1	-1	-4%	-1%	4	6%	34*	0	3.7%	5
11	Cc1cc(C(=O)CN2C(=O)c3ccccc3S2(=O)=O)c(C)n1C(C)C	-5	-11%	2%	2	6%	0	-2	-3.3%	6
12	Cc1csc2nc(-c3cccc(NC(=O)c4ccccc4F)c3)cn12	13	-2%	-3%	1	6%	1	-3	0.2%	/
13	Cc1cc(/C=N/NC(=O)c2ccc(O)cc2)c(C)n1C1CC1	6	-1%	-5%	1	-5%	4	-3	0.4%	5
14	COc1ccc(-n2cc(C(=O)Oc3cc(C)cc(C)c3)c3ccccc3c2=O)cc1	0	5%	3%	2	-5%	-5	-3	-0.6%	-14
15	O=C(CSCc1cc(=O)n2nc(C3CC3)sc2n1)Nc1ccc(F)cc1	0	-2%	0%	2	2%	8	-6	1.6%	-8
16	Cc1ccc(S(=O)(=O)Nc2nc3c(s2)C(=O)CC(C)(C)C3)cc1	11	2%	-4%	3	-11%	-4	2	13%	-12

No.	mol	D1 antag	GRP78 ERSR act	Vif-A3G inh	D1 agonist	Vif-A3F inh	D2 PAM	D1 PAM	RXFP1 agonist	RXFP1 antag
17	O=C(/C=C/c1ccccc1)NC(NC(=S)Nc1cc(Cl)ccc1Cl)C(Cl)(Cl)Cl (configuration not stated)	-37*	0%	1%	4	0%	13	-6	0.3%	-14
18	O=C(Nn1c(-c2ccccc2)nc2ccccc2c1=O)c1ccc([N+](=O)[O-])cc1	3	-4%	0%	4	-8%	8	7	-5.3%	13
19	Cc1ccc(NC(=O)c2cccc(F)c2)cc1S(=O)(=O)N1CCCCCC1	-20	-9%	1%	1	-4%	4	0	2.8%	-7
20	COc1cc(OC)cc(C(=O)Nc2ccc(S(=O)(=O)Nc3onc(C)c3C)cc2)c1	2	-3%	2%	1	10%	-10	-2	1.0%	/
21	Cc1nn(CCCC(=O)NCCc2ccccc2)c(=O)c2nn(-c3ccccc3)c(C)c12	-36*	5%	1%	0	-8%	4	0	2.1%	-28
22	CCCNC(=O)NC(=O)CSc1nncs1	10	-1%	2%	3	12%	4	2	1.9%	8
23	CCOC(=O)c1c(NC(=O)c2ccc(S(=O)(=O)N(CC(C)C)CC(C)C)cc2)sc2c1CCN(CC)C2	-24	9%	?	19	?	-9	-1	3.8%	/

Profiles, quoted from the list. Values in the order: D1 antag | GRP78 ERSR act | Vif-A3G inh | D1 agonist | Vif-A3F inh | D2 PAM | D1 PAM | RXFP1 agonist | RXFP1 antag
Results for CCSc1oc(-c2ccco2)nc1S(=O)(=O)c1ccc(C)cc1 → -1 | -4% | -1% | 4 | 6% | 34* | 0 | 3.7% | 5
Results for Cc1cc(/C=N/NC(=O)c2ccc(O)cc2)c(C)n1C1CC1 → 6 | -1% | -5% | 1 | -5% | 4 | -3 | 0.4% | 5

Not all compounds are listed, so the mix of outcomes need not match the whole.
